Tb PFK inh: inhibitors of T. brucei phosphofructokinase; O15648; T. brucei PFK, ADP-Glo luminescence; Potency, µM (top dose mostly 57.5 µM), inactives show at the top dose activity, negative = inhibition, actives largely listed as inhibitors; 330,000 tested, 0.17% active;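 also: potency is read from the fitted curve at half-maximal effect; 0% = uninhibited 1x PFK enzyme wells and -100% = no-enzyme wells; nearly all actives have a fitted effect of over 60% in size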
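1.25 nM PFK with 0.5 mM F6P and 0.1 mM ATP in 0.1 M TEA pH 8.0, 5 mM MgCl2, incubated 45 min at room temperature; ADP measured by ADP-Glo luminescence; compounds titrated up to 57 uM.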
ELG1 genotoxic: induces genotoxicity in HEK293T cells with luciferase-tagged ELG1 | AID 504466 | HEK293T ELG1-luciferase reporter, luminescence, 16 h | Potency, µM (doses to about 46 µM), inactives show at the top dose activity change, positive = activation, usual class: activators | 330,000 tested, 1.3% active; also: potency is read from the fitted curve at half-maximal effect; % of control where 0% means no effect; nearly all actives have a fitted effect of over 60% in size
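Cells (2,000/well) expressing the ELG1-luciferase fusion are dosed by pin tool and kept 16 hr at 37 °C, 5% CO2. Signal comes from ONE-Glo luciferase reagent after 30 min at room temperature.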
Rab9 prom act: activates the Rab9 promoter | Huh7 Rab9 promoter-luciferase reporter, luminescence, 24 h | Potency, µM (titrated, usually from 9.22 µM), inactives show at the highest dose activation, negative = inhibition, usual class: activators | 320,000 tested, 2.8% active; also: potency is read from the fitted curve at half-maximal effect; % of control where 0% means no effect; nearly all actives have a fitted effect of over 60% in size
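Cells were plated at 1500 per well in reduced-serum medium with 10% FBS and left 2 h. Compound in DMSO was then added for 24 h at 37 °C. Reporter signal was read by luminescence after 10 min with luciferase detection reagent.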
NPC1 prom act: NPC1 promoter activation | Potency, µM (top dose mostly 9.22 µM), for inactives: top-dose activation, hits mostly activators | 320,000 tested, 2.4% active | Huh7 NPC1 promoter luciferase reporter, 24 h;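 also: potency is read from the fitted curve at half-maximal effect; % of control where 0% means no effect; nearly all actives have a fitted effect of over 60% in size; reporter is driven by a mutant NPC1 promoter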
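Luminescence from an NPC1 promoter-driven luciferase reporter in stably transfected Huh7 cells was measured after 24 h compound treatment at 37 °C, followed by 10 min ambient incubation with luciferase detection reagent.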
FLuc modulator: inhibits or activates purified firefly luciferase, miR-21 counter-screen; P08659; purified FLuc, Km substrates, luminescence inhibition; Potency, µM (highest dose often 57.5 µM), for inactives: at the top dose activity change, negative = inhibition, usual class: inhibitors; 360,000 tested, 6.9% active; AID 588342;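 also: potency is read from the fitted curve at half-maximal effect; plate controls were vehicle for no effect and reference inhibitor for full effect; nearly all actives have a fitted effect of over 55% in size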
Target sequence (P08659 whole entry, looked up): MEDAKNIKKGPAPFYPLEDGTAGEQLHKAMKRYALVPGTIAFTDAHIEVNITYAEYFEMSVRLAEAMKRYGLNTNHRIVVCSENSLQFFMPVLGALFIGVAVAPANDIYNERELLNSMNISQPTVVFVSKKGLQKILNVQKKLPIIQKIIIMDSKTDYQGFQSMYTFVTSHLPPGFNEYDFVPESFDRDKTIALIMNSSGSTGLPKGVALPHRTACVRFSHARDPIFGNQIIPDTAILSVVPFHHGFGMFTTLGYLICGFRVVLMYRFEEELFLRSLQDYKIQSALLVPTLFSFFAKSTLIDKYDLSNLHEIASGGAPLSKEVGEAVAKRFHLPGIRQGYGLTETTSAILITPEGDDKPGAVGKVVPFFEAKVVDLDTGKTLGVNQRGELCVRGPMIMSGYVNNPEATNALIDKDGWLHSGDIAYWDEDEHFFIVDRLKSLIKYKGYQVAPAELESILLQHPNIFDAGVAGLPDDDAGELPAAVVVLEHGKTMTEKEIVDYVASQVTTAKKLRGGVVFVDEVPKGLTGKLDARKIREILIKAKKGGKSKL
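Purified P. pyralis luciferase (10nM final) with 10uM D-luciferin and 10uM ATP (Km levels) in 50mM Tris acetate pH 7.5, 10mM Mg acetate, 0.01% Tween-20, 0.05% BSA; qHTS 6-point titration, ~60 µM downward; luminescence read.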
p53 reactivator: restores transcriptional activity of mutant p53; H1299 p53-A138V BP100-luciferase reporter, luminescence, 24 h; Potency, µM (doses to about 92.2 µM), inactives show top-dose activity change, positive = activation, usual class: activators; 320,000 tested, 0.063% active; also: potency is read from the fitted curve at half-maximal effect; % of control where 0% means no effect; nearly all actives have a fitted effect of over 45% in size
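H1299 (p53-null), stable ts p53-A138V + BP100-Luc; 1000 cells/well, Opti-MEM/10% FBS; cpd 4 pt, 1:5; 24 h, 37 deg C, 5% CO2; detection reagent 10 min RT; luminescence.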
TRPV1 agonist: human TRPV1 agonism; 320,000 tested, 0.19% active; Q8NER1; activation, % at 8.33 µM; AID 540275; TRPV1-expressing cells, Fluo-8 calcium influx, agonist mode; in the data active = activation above about 80%; inconclusive = between about 30% and that limit; also: 0% is about no effect
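Cells expressing TRPV1 were dye-loaded with Fluo-8 and read kinetically: 10 s baseline, 3 min after compound (agonist portion), then 2 min after EC20 capsaicin (allosteric enhancer portion). Calcium-bound dye fluorescence at 480/520 nm.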
RORgamma inh: ROR gamma (mouse) transcription inhibition; Potency, µM (series often up to 53.6 µM), for the others: top-dose activity change, negative = inhibition, hits mostly inhibitors; P51450; 310,000 tested, 5.4% active; Drosophila S2 Gal4-RORgamma UAS-luciferase reporter, 20 h; AID 2551; also: potency is read from the fitted curve at half-maximal effect; % is scaled to controls: 0 for no effect and ±100 for the full control effect; nearly all actives have a fitted effect of over 60% in size
Target sequence (P51450 whole entry, looked up, the tested form may be a part): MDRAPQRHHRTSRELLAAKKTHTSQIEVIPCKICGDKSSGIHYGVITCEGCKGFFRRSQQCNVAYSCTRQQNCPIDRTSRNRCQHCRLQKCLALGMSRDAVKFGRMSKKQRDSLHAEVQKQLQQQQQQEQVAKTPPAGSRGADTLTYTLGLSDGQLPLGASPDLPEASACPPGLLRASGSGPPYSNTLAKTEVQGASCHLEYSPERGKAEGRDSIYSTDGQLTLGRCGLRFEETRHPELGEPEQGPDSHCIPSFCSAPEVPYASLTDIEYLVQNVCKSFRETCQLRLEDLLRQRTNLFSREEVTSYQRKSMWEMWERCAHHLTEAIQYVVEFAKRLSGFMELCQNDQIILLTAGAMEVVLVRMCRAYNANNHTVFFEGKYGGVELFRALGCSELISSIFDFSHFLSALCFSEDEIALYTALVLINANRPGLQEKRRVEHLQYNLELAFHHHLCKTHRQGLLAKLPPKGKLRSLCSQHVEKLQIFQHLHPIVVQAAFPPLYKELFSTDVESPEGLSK
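Stably transfected Drosophila Schneider cells are the test system, with ROR gamma fused to Gal4 and luciferase under UAS control; luminescence is read after 20 hr of 700 uM copper sulfate induction at ambient temperature.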
BRCA1 expr up: activators of BRCA1 expression. MCF7-BRCA1-FFLuc reporter, luminescence, 48 h; response scale: scaled: vehicle 0%, 10 µM genistein 100%. Potency, µM (doses to about 46.1 µM), inactives show at the top dose activation, actives largely listed as activators. 380,000 tested, 1.1% active; also: potency is read from the fitted curve at half-maximal effect; nearly all actives have a fitted effect of over 80% in size; some results filed as inactive show a strong effect at the top dose
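Luminescence from a BRCA1-driven firefly luciferase in MCF7 cells was the read-out, taken 15 min after substrate addition following 48 h compound exposure at 37 °C. Data were normalized to a 10 microM genistein control and DMSO vehicle.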
ELG1 DNA repair: inhibitors of ELG1-dependent DNA repair in HEK293T cells; HEK293T ELG1-luciferase reporter, luminescence, 16 h; DNA damage induced by 5-fluorouridine; Potency, µM (series often up to 46.1 µM), for inactives: top-dose activity change, negative = inhibition, hits mostly inhibitors; 330,000 tested, 2.3% active; AID 504467; also: potency is read from the fitted curve at half-maximal effect; % is scaled to controls: 0 for no effect and ±100 for the full control effect; nearly all actives have a fitted effect of over 55% in size
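Reporter activity after DNA damage by 5-fluorouridine is monitored. Compound-treated cells incubate 16 hr at 37 °C, then ONE-Glo is added for 30 min before luminescence reading.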
Gal4-VP16 FLuc: counter-screen for ROR gamma inhibitors: Gal4-VP16 reporter. Drosophila S2 Gal4-VP16 UAS-luciferase, luminescence, 20 h. Potency, µM (titrated, usually from 53.6 µM), for inactives: at the top dose activity, negative = inhibition, actives largely listed as inhibitors. 310,000 tested, 3.5% active. AID 2546;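 also: Gal4-VP16 expression switched on by copper sulfate through the metallothionein promoter; potency is read from the fitted curve at half-maximal effect; % is scaled to controls: 0 for no effect and ±100 for the full control effect; nearly all actives have a fitted effect of over 50% in size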
* hit, by the source's call; ? = inconclusive; . = no result given. Unless noted, calls follow the shape of the dose curve; as a rule, active = well fitted curve in the direction sought with a large enough effect; inconclusive = small, poorly fitted or top-dose-only effect, or another doubt; inactive = no such curve, though single readings can be large; an effect the other way counts as inactive or inconclusive.

canonical_smiles,Tb PFK inh,ELG1 genotoxic,Rab9 prom act,NPC1 prom act,FLuc modulator,p53 reactivator,TRPV1 agonist,RORgamma inh,BRCA1 expr up,ELG1 DNA repair,Gal4-VP16 FLuc
O=C(C[n+]1cc(-c2ccc(F)cc2)n2c1CCC2)c1cccs1,1%,?,2.5µM*,3.2µM*,2.4µM*,21%,3,45%,2µM*,?,17%
O=C(/C=C/c1ccc([N+](=O)[O-])cc1)NCc1ccco1,1%,6%,9%,1%,?,?,0,42%,60%,?,?
CC1=NNC(=O)C1CCC(=O)N/N=C/c1c(Cl)cccc1Cl (centres undefined),3%,10%,1%,-4%,5%,0%,-1,10%,23%,8%,-4%
CC(C)(C)c1cc(=O)n2c(nc3ccccc32)[nH]1,4%,0%,27%,21%,21µM*,?,9,?,56%,12%,12%
O=C(COc1ccccc1[N+](=O)[O-])N/N=C/C=C/c1ccco1,-11%,8%,13%,10%,0%,10%,-2,?,65%,?,?
COc1cc(OC)cc(C(=O)N[C@H](C(=O)OCn2nnc3ccccc3c2=O)C(C)C)c1,-2%,0%,-5%,-1%,-2%,-2%,1,11%,-5%,-4%,2%
CCCCC(CC)CNC(=O)c1[nH]c(C)c(C(C)=O)c1C (centres undefined),?,-9%,-23%,1%,0%,-7%,.,32%,-34%,?,5%
Cc1cc(C)cc(Nc2nc3c([nH]2)c(=O)n(C)c(=O)n3C)c1,-4%,-6%,4%,3%,-8%,8%,-2,-8%,-28%,-25%,0%
Cc1cc(=O)oc2c3c(cc(OCC(=O)NCc4cccnc4)c12)OC(C)(C)CC3,9%,5%,-1%,1%,3%,.,?,13%,-36%,-27%,10%
CC(C)c1ccccc1-n1c(SCC(=O)c2ccc3c(c2)NC(=O)CO3)nc2ccccc2c1=O,2%,-9%,-6%,-12%,3%,-3%,?,2.8µM*,-70%,5.2µM*,7%
C/C(=N\NC(=O)c1ccc(-c2ccccc2)cc1)c1ccco1,1%,7%,24%,27%,?,7%,3,-13%,8%,?,6%
O=C(NCc1ccccc1)N1CCC(n2cnc3cc(F)ccc32)CC1,0%,-9%,-4%,-4%,-2%,-4%,?,6%,0%,0%,-2%
COc1ccc(S(=O)(=O)N2CCOCC2)cc1NC(=O)c1ccc(OCC(C)C)c(OC)c1,-13%,-2%,-5%,-3%,.,-4%,4,.,-9%,?,.
COc1cc(C(=O)NCCNc2nc3ccc(C)cc3cc2C#N)cc(OC)c1OC,0%,-2%,-5%,3%,-12%,2%,0,-21%,-3%,15µM*,-6%
CCOC(=O)c1nn(-c2ccc(F)cc2)c(=O)c2c(N)scc12,-1%,2%,-3%,0%,?,19%,-2,11%,-18%,-17%,-11%
[O-][N+]1=C(c2cccs2)CN(O)C1,-2%,0%,6%,-2%,-1%,-8%,1,0%,13%,1%,2%
O=C(NC1CCCN(Cc2ccc(Cl)cc2)C1)C1CCC1 (centres undefined),-3%,-7%,-2%,-5%,0%,17%,-3,-4%,2%,-1%,-10%
CCCn1c2ccccc2c2cnn(CC(=O)NCCCN3CCCC(C)C3)c(=O)c21 (centres undefined),1%,0%,1%,1%,1%,4%,-1,-31%,-15%,-2%,21%
Cc1ccnc(NC(=S)NC(=O)/C=C/c2ccc(Cl)cc2)c1,1%,4%,-1%,2%,?,?,7,14µM*,37%,?,13µM*
O=C(COc1ccc2c(c1)OCO2)Nc1nnc(Cc2ccccc2)s1,-28%,0%,15%,1%,-12%,-2%,2,-32%,-18%,11%,5%
CC(C)CCCCCCNC(=S)Nc1ccc(S(=O)(=O)N2CCOCC2)cc1,-5%,-4%,-4%,-2%,2%,-2%,0,?,-87%,?,?
O=C(O)[C@H](Cc1ccccc1)NC(=O)N1CCN(c2cccc(C(F)(F)F)c2)CC1,-2%,-3%,-2%,-2%,1%,-3%,1,9%,-5%,0%,-2%
Cc1c(CCOC(=O)c2ccc(Cl)cc2Cl)sc[n+]1CC(=O)c1ccccc1,-3%,-2%,.,.,.,29%,.,.,-10%,?,.
CC(=O)NN1C(=O)c2ccccc2NC1c1ccccc1 (centres undefined),0%,-4%,-1%,-1%,2%,-3%,0,2%,-4%,?,2%
COc1ccc(-c2cc(C(F)(F)F)nc(SCC(=O)NCc3cccs3)n2)cc1,-2%,0%,-8%,-2%,1%,5%,?,-44%,-61%,?,?

Record cards, from the list above. Order of screens: Tb PFK inh, ELG1 genotoxic, Rab9 prom act, NPC1 prom act, FLuc modulator, p53 reactivator, TRPV1 agonist, RORgamma inh, BRCA1 expr up, ELG1 DNA repair, Gal4-VP16 FLuc
`CC(=O)NN1C(=O)c2ccccc2NC1c1ccccc1` (centres undefined) is listed with 0%, -4%, -1%, -1%, 2%, -3%, 0, 2%, -4%, ?, 2%
`COc1ccc(S(=O)(=O)N2CCOCC2)cc1NC(=O)c1ccc(OCC(C)C)c(OC)c1` is listed with -13%, -2%, -5%, -3%, ., -4%, 4, ., -9%, ?, .
`Cc1cc(C)cc(Nc2nc3c([nH]2)c(=O)n(C)c(=O)n3C)c1` is listed with -4%, -6%, 4%, 3%, -8%, 8%, -2, -8%, -28%, -25%, 0%

Fetched one by one from above:
canonical_smiles,Tb PFK inh,ELG1 genotoxic,Rab9 prom act,NPC1 prom act,FLuc modulator,p53 reactivator,TRPV1 agonist,RORgamma inh,BRCA1 expr up,ELG1 DNA repair,Gal4-VP16 FLuc
O=C(COc1ccc2c(c1)OCO2)Nc1nnc(Cc2ccccc2)s1,-28%,0%,15%,1%,-12%,-2%,2,-32%,-18%,11%,5%
[O-][N+]1=C(c2cccs2)CN(O)C1,-2%,0%,6%,-2%,-1%,-8%,1,0%,13%,1%,2%
O=C(C[n+]1cc(-c2ccc(F)cc2)n2c1CCC2)c1cccs1,1%,?,2.5µM*,3.2µM*,2.4µM*,21%,3,45%,2µM*,?,17%
CC1=NNC(=O)C1CCC(=O)N/N=C/c1c(Cl)cccc1Cl (centres undefined),3%,10%,1%,-4%,5%,0%,-1,10%,23%,8%,-4%

New compounds follow:
canonical_smiles,Tb PFK inh,ELG1 genotoxic,Rab9 prom act,NPC1 prom act,FLuc modulator,p53 reactivator,TRPV1 agonist,RORgamma inh,BRCA1 expr up,ELG1 DNA repair,Gal4-VP16 FLuc
COc1ccc(C)cc1NC(=S)NNC(=O)c1c(Br)cnn1C,3%,-5%,1%,5%,27µM*,-3%,3,2µM*,0%,?,-19%
CCCCOc1ccc(C(NC(=O)OCC)NC(=O)OCC)cc1,0%,-1%,-2%,-1%,0%,-8%,2,-2%,5%,0%,-2%
Cc1ccc2[nH]c(C(=O)O)c(NC(=O)[C@@H]3C[C@@H]3c3ccccc3)c2c1,-2%,-5%,-6%,-2%,-1%,0%,-2,11%,4%,13%,-12%
CC(C)(C)n1nnc(CCc2nnn(C(C)(C)C)n2)n1,-3%,1%,-4%,-3%,4%,-1%,3,19%,3%,13%,-2%
CCN(CC)CCNC(=O)c1ccc(Cl)c(S(=O)(=O)N2CCCCCC2)c1,3%,-3%,0%,0%,2%,1%,0,1%,-11%,?,0%
O=C(c1ccccc1OCc1ccc(Cl)cc1)N1CCN(c2ccccn2)CC1,-3%,-8%,-3%,-5%,-1%,0%,26,.,-10%,-20%,.
COc1ccc(NC(=O)CN(C)C(=O)c2cccc(S(=O)(=O)N3CCN(C)CC3)c2)cc1,-6%,0%,0%,0%,0%,3%,-4,.,0%,14%,.
CC1CN(S(=O)(=O)c2cccc(C(=O)OCc3cc(=O)oc4cc(O)ccc34)c2)CC(C)O1 (centres undefined),1%,-14%,-13%,-2%,-6%,-23%,-4,1%,-32%,?,-18%
FC(F)(F)c1cc(CCN2C(=S)NC[C@@H]2CC2CCCCC2)cc(C(F)(F)F)c1,3%,-6%,-7%,-2%,-2%,9%,3,2.2µM*,-9%,-14%,6.3µM*
O=C(COc1ccc2ccccc2c1)Nc1cccc2c1C(=O)NC2=O,-2%,-2%,-6%,1%,-1%,12%,1,-13%,.,-4%,-10%
O=C(CCSc1ccc(Cl)cc1)NCc1ccncc1,2%,0%,12%,0%,-5%,-1%,86*,-21%,-3%,12%,5%
COCCN(C(=O)CC1CCCC1)c1c(N)n(CC(C)C)c(=O)[nH]c1=O,-5%,2%,1%,1%,4%,-4%,-5,.,1%,15%,.
OCCC1CN(Cc2ccn[nH]2)CCN1Cc1ccc(F)c(F)c1 (centres undefined),-4%,1%,-3%,0%,1%,-2%,0,-14%,-10%,12%,3%
